PfM18AAP inh = blocks P. falciparum M18 aspartyl aminopeptidase | recombinant PfM18AAP, H-Glu-NHMec fluorogenic cleavage | inhibition, % at 7.35 µM | hit rate 1.2% among 290,000;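 active means inhibition above the campaign mean inhibition over all tested compounds plus 3 SD, cut at about 28% in these data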;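 further: 0% = plate median of test compound wells and 100% = 2 mM ZnCl2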
MEKK2mut PB1 HTS = signal of MEK5 binding to mutant human MEKK2 PB1 domain; bead flow cytometry, Alexa488-MEK5 binding to MEKK2 mutant; percent response, % at 10 µM; hit rate 0.35% among 290,000; in the data active means percent response above about 24%, passing the limit was not always enough; further: inactives centre near 1; some results filed as inactive read as strong as hits
OXTR potentiator = human OXTR potentiation; P30559; CHO-OTR cells, Fluo-8 calcium fluorescence, potentiator mode; 0% = oxytocin EC15, 100% = EC100; activation, % at 3 µM; hit rate 0.061% among 320,000; AID 2445;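 active means activation above that plate's cutoff, the mean activation of tested compounds plus 3 SD, cut at about 6.6% in these data, passing the limit was not always enough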;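 further: 100% uses oxytocin at 75 nM as the full agonist control; some results filed as inactive read as strong as hits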
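Assay system: CHO cell line stably expressing human OTR | Also added: Oxytocin at about EC15, sub-maximal agonist stimulus | Times: Compound 6 min at room temperature before oxytocin, 100 s read | Measured by: Fluo-8 intracellular calcium fluorescence, ex 470-495, em 515-575 nm | Controls: EC15 oxytocin alone as 0%, 75 nM oxytocin as 100%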
NALP1 inh = NALP1 inhibition. S. cerevisiae NALP1/ASC/caspase-1 growth, X-gal OD620, 72 h. inhibition, % at 10 µM. hit rate 0.61% among 280,000; in the data active means inhibition mostly above about 24%, no sharp cut-off; inactive means mostly below about 32%; further: some compounds called inactive have numbers as strong as hits
GPR7 antag = antagonists of human GPR7 (neuropeptides B/W receptor 1) | AID 1861 | inhibition, % at 4.4 µM | P48145 | hit rate 1.1% among 290,000 | GPR7-expressing cells, fluorescence antagonist assay; in the data active means inhibition above about 16%, passing the limit was not always enough;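 further: cells stimulated with the agonist NPW; 0% = agonist with vehicle and 100% = vehicle without agonist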
V1R ag counter = counter-screen for oxytocin receptor agonists: human V1a receptor agonists; P37288; CHO-V1R cells, Fluo-8 calcium fluorescence, agonist mode; 0% DMSO, 100% 3 nM vasopressin; activation, % at 3 µM; hit rate 0.25% among 320,000; AID 2797;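 active means activation above the mean activation of all tested compounds plus 3 SD, per screening run, cut at about 20% in these data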;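 further: signal is peak over basal fluorescence ratio across a 100 second FLIPR read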
Target sequence (P37288 whole entry, looked up): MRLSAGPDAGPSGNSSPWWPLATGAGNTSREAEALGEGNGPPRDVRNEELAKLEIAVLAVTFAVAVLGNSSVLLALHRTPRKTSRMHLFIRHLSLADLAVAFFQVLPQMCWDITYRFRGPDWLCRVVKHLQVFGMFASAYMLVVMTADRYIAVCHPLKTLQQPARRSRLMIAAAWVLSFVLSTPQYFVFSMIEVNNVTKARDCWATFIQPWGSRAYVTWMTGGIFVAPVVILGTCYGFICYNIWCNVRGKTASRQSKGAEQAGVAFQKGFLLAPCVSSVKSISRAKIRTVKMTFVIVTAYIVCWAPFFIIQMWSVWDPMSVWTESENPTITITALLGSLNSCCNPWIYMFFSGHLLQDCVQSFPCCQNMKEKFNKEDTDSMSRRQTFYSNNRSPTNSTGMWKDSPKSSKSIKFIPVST
MEKK2 WT-MEK5 = raises or lowers MEK5 binding to wildtype human MEKK2 PB1 domain | Q9Y2U5 | bead flow cytometry, Alexa488-MEK5 binding to MEKK2 WT; actives lie on both sides | binding response (% of control), % at 10 µM | hit rate 1.1% among 290,000; in the data active means binding response below about 67% or above about 130%
GalR3 antag = blocks the human galanin receptor 3; HEK293 GalR3-CNG cAMP membrane potential fluorescence; galR3 body fused to GalR1 C-terminus; inhibition, % at 3 µM; hit rate 0.44% among 360,000; AID 651719;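 active means inhibition above the screen-wide average plus 3 SD, cut at about 13% in these data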;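 further: forskolin and galanin both at EC90 stimulate the cells; cAMP rise reported by CNG channel membrane potential dye signal; 0% = forskolin plus galanin with DMSO and 100% = forskolin alone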
Target sequence (O60755 1-299 limits assumed): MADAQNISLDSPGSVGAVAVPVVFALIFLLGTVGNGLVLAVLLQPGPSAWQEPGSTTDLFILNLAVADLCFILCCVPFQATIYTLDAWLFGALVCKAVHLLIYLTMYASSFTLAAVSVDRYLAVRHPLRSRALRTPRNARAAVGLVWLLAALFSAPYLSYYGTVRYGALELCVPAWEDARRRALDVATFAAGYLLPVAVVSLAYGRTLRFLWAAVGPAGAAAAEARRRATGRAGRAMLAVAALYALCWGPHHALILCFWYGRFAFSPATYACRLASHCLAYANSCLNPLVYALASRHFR
OXTR agonist = agonists of human oxytocin receptor. P30559. CHO-OTR cells, Fluo-8 calcium fluorescence; normalized: DMSO 0%, oxytocin 100%. activation, % at 3 µM. hit rate 0.32% among 320,000;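 active means activation above the mean of all tested compounds plus 3 SD, cutoff set per screening run, cut at about 20% in these data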;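 further: peak over basal fluorescence ratio from a 100 s FLIPR kinetic read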
Active calls of the source: *; nt = not tested or not shown.

SMILES	PfM18AAP inh	MEKK2mut PB1 HTS	OXTR potentiator	NALP1 inh	GPR7 antag	V1R ag counter	MEKK2 WT-MEK5	GalR3 antag	OXTR agonist
O=C(O)CCCn1cc(NC(=O)COc2ccc(F)cc2)cn1	3	-3	0	3	-10	0.3	94	-7	0.5
COc1ccc(-c2cc(C(=O)Nc3c(C)n(C)n(-c4ccccc4)c3=O)c3ccccc3n2)cc1OC	4	-4	-7	4	-9	3.2	97	-6	1.9
Cc1ccc2c(c1)CN1CN2Cc2cc(C)ccc21	-3	1	-10	26	-8	-0.1	93	1	-0.8
Cc1cc(C)c(C2=CC(c3ccccc3)n3ncnc3N2)cc1C (stereo not drawn)	nt	2	-8	nt	nt	-1.8	104	nt	-2.3
CCOC(=O)C1CCN(C(=O)CSc2nccc(C)n2)CC1	-7	4	-4	1	-7	1.7	100	-7	0.6
CN(C)/C=C/C(=O)/C=C/c1ccc(Cl)cc1Cl	1	-2	-6	0	-6	-0.6	98	-4	-1.0
O=c1c(Cl)c(N/N=C/c2ccc(Br)cc2)cnn1-c1ccccc1	1	nt	-7	-8	-9	0.6	nt	-6	1.7
Nc1ccc(SCc2cccnc2)cc1	5	-5	-3	13	14	1.2	96	-8	0.4
CCN(CC)c1ccc(NC(=O)C2CCC(CNc3c(N4CCCC4)c(=O)c3=O)CC2)c(C)c1 (stereo not drawn)	10	-18	-2	nt	-10	0.7	98	0	0.2
O=C(CC1SC(=O)N(c2ccccc2)C1=O)Nc1cccc2ccccc12 (stereo not drawn)	1	-10	-10	nt	-1	0.3	99	-2	-0.4
Cc1ccc(C2(C)NC(=O)N(CC(=O)Nc3ccc4c(c3)OCO4)C2=O)cc1 (stereo not drawn)	6	-1	-17	16	6	13	102	-2	14
O=C(c1cccc(NS(=O)(=O)c2ccc(F)c(F)c2)c1)N1CCN(C(c2ccccc2)c2ccccc2)CC1	-2	-1	-9	9	-5	-0.4	99	-3	-1.8
COc1ccc(CN2CCN(C)CC2)cc1OCc1ccccc1	-16	-9	-6	18	-8	1.0	82	-7	1.0
CC1CCCCC1NC(=O)Cn1ncc2ccccc21 (stereo not drawn)	3	2	8	26	0	2.0	100	1	0.1
CCOC(=O)N1CCN(S(=O)(=O)c2cc(Cl)c(OC)cc2Cl)CC1	-3	6	-7	3	12	10	109	-1	3.3
CCCCCNC(=O)Cc1cc(=O)[nH]c(=O)[nH]1	-5	4	-5	24	0	0.0	109	nt	0.5
Cc1nc(Cl)nc(N(C)c2ccccc2)c1[N+](=O)[O-]	11	-10	-8	-3	-11	-0.4	92	5	-2.2
CCCN(C(=O)c1cn(-c2ccccc2)nc1-c1ccc(OC)cc1)C1CCS(=O)(=O)C1 (stereo not drawn)	nt	nt	-13	nt	nt	0.7	nt	-2	-0.3
O=C(COc1ccccc1)OC(C(=O)c1ccccc1)c1ccccc1 (stereo not drawn)	3	14	-15	-27	-7	1.3	95	-5	-0.7
S=c1[nH]nc(Cc2noc3ccccc23)n1-c1ccccc1	33*	6	-6	-17	-13	2.4	106	-5	0.8

Retrieved by structure from above (2):
SMILES	PfM18AAP inh	MEKK2mut PB1 HTS	OXTR potentiator	NALP1 inh	GPR7 antag	V1R ag counter	MEKK2 WT-MEK5	GalR3 antag	OXTR agonist
CCOC(=O)C1CCN(C(=O)CSc2nccc(C)n2)CC1	-7	4	-4	1	-7	1.7	100	-7	0.6
CN(C)/C=C/C(=O)/C=C/c1ccc(Cl)cc1Cl	1	-2	-6	0	-6	-0.6	98	-4	-1.0

Next results follow:
SMILES	PfM18AAP inh	MEKK2mut PB1 HTS	OXTR potentiator	NALP1 inh	GPR7 antag	V1R ag counter	MEKK2 WT-MEK5	GalR3 antag	OXTR agonist
Cc1ccc(C)c(OCCC(=O)Nc2cc(S(=O)(=O)N3CCCCC3)ccc2C)c1	nt	nt	-7	nt	nt	1.6	nt	-7	0.1
CC(C)c1[nH]nc2c1C(c1ccc(OC(=O)c3ccco3)cc1)C(C#N)=C(N)O2 (stereo not drawn)	-5	6	-4	22	3	-0.4	107	-11	-1.1
COc1ccc(Nc2nc(Cl)c(C=O)s2)cc1	1	-2	-9	-1	3	-0.3	96	nt	-1.8
CCCCN(c1nc2ccccc2nc1Cl)S(=O)(=O)c1ccc(C)cc1	-13	-4	-17	9	-11	0.3	95	-16	-0.5
Cc1nc2cc(-c3ccc(Cl)cc3)nn2c(NCCN(C)C)c1C	8	29	-9	9	-8	0.6	148*	-6	0.7
CC1(C)CC(=O)C=C(Nc2ccc3c(c2)OCCO3)C1	-4	3	8	9	-2	-0.1	97	-2	0.5
Cc1ccc(NC(=O)CCNS(=O)(=O)c2cccs2)cc1F	-7	8	-7	1	-1	-0.1	105	-8	0.3
O=C(Nc1ccc(Cc2ccncc2)cc1)C1CC1	-1	2	1	12	6	1.3	101	1	1.3
CCCCCCCC(O)CC(CC1CCCCC1)C(=O)NN (stereo not drawn)	-1	-1	1	13	4	2.0	93	2	0.1
CCN(CC)S(=O)(=O)c1cccc(NC(=O)COC(=O)C2=COCCO2)c1	nt	nt	-5	nt	nt	2.8	nt	-2	4.0
CCN(CC)S(=O)(=O)c1ccc(N2CCOCC2)c(NS(=O)(=O)c2ccc(C)cc2)c1	2	-3	3	3	13	0.0	91	0	-0.4
COc1ccc([N+](=O)[O-])cc1NC(=O)C1(c2ccc(OC)c(OC)c2)CCOCC1	4	3	-14	-4	-10	0.6	102	-1	-0.9
CC(Sc1nnc(C2CCCCC2)n1N)C(=O)NCc1ccc2c(c1)OCO2 (stereo not drawn)	9	-15	-12	12	-14	-0.7	89	2	-2.4
O=C(CCCN1C(=O)C(c2ccccc2)Oc2cccnc21)Nc1cccc(F)c1 (stereo not drawn)	-2	0	-9	13	6	1.1	95	-9	1.6
CC(C)NS(=O)(=O)c1ccc(NC(=O)C(C)OC(=O)CCC2CCCC2)cc1 (stereo not drawn)	nt	nt	-5	nt	nt	6.6	nt	-6	3.1
COc1ccc(-c2nc(CS(=O)(=O)CC(=O)NCCc3ccc(C)cc3)c(C)o2)cc1	-1	0	-4	-17	-3	0.9	102	4	0.3
CC(=O)Nc1cccc(C(=O)N/N=C/c2c[nH]c3ccccc23)c1	1	4	-6	-1	-4	0.4	102	-12	1.4
COc1ccc(C2N=C(c3ccccc3)C(C)(C)N2O)cc1 (stereo not drawn)	13	1	-2	15	12	0.2	102	1	0.0
COc1ccc(C(C)=O)cc1COC(=O)Cc1n[nH]c(=O)c2ccccc12	-4	-1	-1	8	-15	0.7	101	-6	0.2
COc1ccc(C)cc1NC(=O)c1cnc2scc(C)n2c1=O	-11	15	nt	nt	-11	nt	108	8	nt

Arranged by SMILES length (smallest number first): some entries from above
SMILES	PfM18AAP inh	MEKK2mut PB1 HTS	OXTR potentiator	NALP1 inh	GPR7 antag	V1R ag counter	MEKK2 WT-MEK5	GalR3 antag	OXTR agonist
COc1ccc(Nc2nc(Cl)c(C=O)s2)cc1	1	-2	-9	-1	3	-0.3	96	nt	-1.8
O=C(Nc1ccc(Cc2ccncc2)cc1)C1CC1	-1	2	1	12	6	1.3	101	1	1.3
CCCCCCCC(O)CC(CC1CCCCC1)C(=O)NN (stereo not drawn)	-1	-1	1	13	4	2.0	93	2	0.1
Cc1ccc(NC(=O)CCNS(=O)(=O)c2cccs2)cc1F	-7	8	-7	1	-1	-0.1	105	-8	0.3
CC(=O)Nc1cccc(C(=O)N/N=C/c2c[nH]c3ccccc23)c1	1	4	-6	-1	-4	0.4	102	-12	1.4
Cc1ccc(C)c(OCCC(=O)Nc2cc(S(=O)(=O)N3CCCCC3)ccc2C)c1	nt	nt	-7	nt	nt	1.6	nt	-7	0.1
COc1ccc(-c2nc(CS(=O)(=O)CC(=O)NCCc3ccc(C)cc3)c(C)o2)cc1	-1	0	-4	-17	-3	0.9	102	4	0.3

New compounds follow:
SMILES	PfM18AAP inh	MEKK2mut PB1 HTS	OXTR potentiator	NALP1 inh	GPR7 antag	V1R ag counter	MEKK2 WT-MEK5	GalR3 antag	OXTR agonist
CCCCNC(=O)c1ccccc1NC(=O)CN(c1ccccc1)S(=O)(=O)N(C)C	1	-2	-5	34	-6	-0.4	97	-3	0.7
O=C(CSc1nnc(-c2ccncc2)o1)N1CCCCCC1	3	5	nt	-6	1	nt	95	-4	nt
Cc1sc(NC(=O)C2=COCCO2)nc1-c1ccc(Br)cc1	nt	nt	-11	nt	nt	-0.6	nt	-3	-2.3
CS(=O)(=O)N1CCCC(C(=O)N2CCN(c3cccc(Cl)c3)CC2)C1 (stereo not drawn)	-2	-2	-7	4	-11	3.3	100	-4	3.6
COc1ccc(C(=O)N(c2ccc(C)cc2)C2C=CS(=O)(=O)C2)cc1OC (stereo not drawn)	-8	0	-5	8	-13	0.2	103	5	0.9
N#Cc1ccccc1NC(=O)c1ccc2c(c1)OCCO2	-2	2	3	4	-4	1.2	101	4	0.0
COc1ccc(C2CC(c3c(Cl)cccc3Cl)n3nc(N)nc3N2)cc1 (stereo not drawn)	2	-5	-3	-10	3	1.5	84	-2	2.6
Cc1ccc(NC(=O)NNC(=O)c2snnc2C)cc1	7	-1	-8	1	-9	-0.3	97	0	1.2
COc1ccc(OC)c2[nH]c(=O)c(CCNC(=O)c3ccc(S(=O)(=O)N(C)C)cc3)cc12	1	nt	4	-16	-8	0.3	nt	1	-0.1
Cc1sc2ncn(CC(=O)N3CCN(c4ccc(F)cc4)CC3)c(=O)c2c1S(=O)(=O)N1CCOCC1	2	2	6	20	-14	-0.9	104	6	0.6
CN1C(=O)c2cccc3c(Cl)ccc(c23)C1=O	2	-7	-1	-2	-15	-0.1	89	-3	-1.9
COc1ccc(C(=O)Sc2ccc(C)cc2)cc1OC	-4	6	-12	26	-8	-0.6	106	0	-1.2
COC(=O)COc1ccc2c(-c3cccc([N+](=O)[O-])c3)cc(=O)oc2c1	-3	3	4	10	-3	0.5	102	0	-0.4
COc1cccc(CN2CCNC(=O)C2CC(=O)NCCc2cccc(C)n2)c1OC (stereo not drawn)	2	0	-11	-27	-7	-0.1	100	-5	-0.3
CCCC[C@@H]1CN=C(N)N1CCc1cccc(F)c1	nt	3	-3	nt	nt	1.4	107	-1	-0.2
CN(C)S(=O)(=O)c1cccc(C(=O)OCC(=O)N2CCCC2=O)c1	-4	7	-2	6	-23	0.0	112	-1	0.1
CN(CCC#N)C(=O)Cn1nc(Cc2ccncc2)c2ccccc2c1=O	2	11	-4	32	-7	-0.5	113	nt	0.1
S=c1[nH]nc(COc2ccccc2)n1/N=C/c1ccccn1	20	-1	-2	12	1	0.2	91	-9	-0.8
